Screens from PubChem BioAssay.
IL1B NFkB pot = enhances IL-1B driven NFkB nuclear translocation. actives 0.3% (n = 94,000). activation, % at 2 µM. AID 819. HUVEC IL-1B NFkB p65 nuclear translocation imaging;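 active = activation above 40%, about the mean plus 3 SD, also judged a hit on visual image review; inconclusive = activation above 40% but not a hit on visual review; inactive = activation not above 40% and no visual hit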;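 also: percent activation is computed from the nuclear over cytoplasmic p65 intensity ratio; values of inactives mirror those of a sister screen read the other way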
PLAP inhibition = PLAP enzyme inhibitors, biochemical, luminescence, HTS (AID 690); purified PLAP, luminescent substrate; higher % means a stronger effect; one-dose inhibition, % at 20 µM; IC50 in µM for titrated hits; actives 0.08% (n = 96,000); in the data active = a potency from the dose series; inactive = the rest, 99 in 100 with inhibition below about 30%; also: strong numbers were not always called active
Bcl-B TR3 displacers = displacers of TR3 peptide from Bcl-B, primary screen, selectivity assay for Bfl-1 inhibitor project, biochemical, fluorescence polarization; actives 0.11% (n = 96,000); AID 748; FP displacement of FITC-TR3 peptide from Bcl-B; higher % means a stronger effect; one-dose displacement, % at 20 µM; IC50 in µM for titrated hits;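 active = displacement above 50% at 20 µM plus a fluorescence interference ratio under 1.5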;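 also: plate controls were wells without compound for no effect and wells lacking Bcl-B protein for full effect; a part of the inactive calls stands beside numbers as strong as those of hits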
NFkB transloc inh = blocks IL-1B driven NFkB nuclear translocation in HUVEC cells | HUVEC IL-1B NFkB p65 nuclear translocation imaging | inhibition, % at 2 µM | actives 0.43% (n = 94,000) | AID 796;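 active = inhibition above about 30% together with a positive call from visual inspection of the well image, limit read from the data; inconclusive = inhibition above a set limit but visual check negative; inactive = inhibition not above a set limit, visual check negative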;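 also: nuclear over cytoplasmic p65 intensity ratio measured by imaging; 0% = IL-1B stimulated DMSO wells and 100% = unstimulated DMSO wells; values of inactives mirror those of a sister screen read the other way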
MRP reversal = MRP-mediated drug resistance reversal; H69AR cells + 2 uM doxorubicin, CellTiter-Glo, 72 h; differential viability (reversal), % at 10 µM; actives 0.04% (n = 85,000); AID 602;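 active = viability drop by adding the cancer drug above about 55%, with treated viability meeting a 40% cutoff, limit read from the data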;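 also: viability without doxorubicin minus viability with 2 µM doxorubicin for each compound; larger differential means the compound sensitizes cells more to doxorubicin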
MRP reversal cytotoxicity = further read-out of MRP reversal, marked with its call; viability, %; H69AR cells, CellTiter-Glo, 72 h; measured here: cytotoxicity without doxorubicin
MRP reversal with doxorubicin = also measured in MRP reversal; calls as there; viability, %; measured here: viability with 2 uM doxorubicin; active compounds read low
NFkB transloc inh cell count 2 µM = second read-out of NFkB transloc inh, no call of its own (marks repeat the call); cell count; measured here: cells passing quality filter;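 raw number of nuclei counted in each imaged well without normalization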
IL1B NFkB pot cell count 2 µM = recorded beside IL1B NFkB pot, whose call it bears; cell count; measured here: cells passing quality filter
The depositor's hits bear a star; ? = inconclusive; nt = not tested or not shown. A portion of the library (hit frequency here may not be typical).

SMILES	IL1B NFkB pot	IL1B NFkB pot cell count 2 µM	PLAP inhibition	Bcl-B TR3 displacers	NFkB transloc inh	NFkB transloc inh cell count 2 µM	MRP reversal	MRP reversal cytotoxicity	MRP reversal with doxorubicin
CCOc1ccc(C)cc1S(=O)(=O)N1CCCCC1	-13	96	7%	8%	12	96	16	100	85
Cc1cc(C)c2c(-n3cccc3)c(C(=O)NNS(=O)(=O)c3ccc(Br)cc3)sc2n1	-2	166	-31%	1%	2	166	nt	nt	nt
CCOc1ccccc1NC(=O)C1CCCN(S(=O)(=O)c2ccc(OC)c(C)c2)C1 (stereo not given)	-6	124	4%	-8%	6	124	-3	66	69
CN1C2=NCCN2C(=O)c2ccccc21	9	180	20%	-4%	-9	180	4	94	90
Cc1ccc2cc3cc(C(=O)NCCC(C)C)oc3nc2c1	10	99	5%	-4%	-10	99	-1	79	80
CCCCc1c(O)nc(SCC(=O)NCCc2ccc(OC)c(OC)c2)[nH]c1=O	26	204	-4%	2%	-26	204	-6	90	95
CCOc1ccccc1C1N(c2ccc(OC)cc2)C(=O)C2CCCN21 (stereo not given)	-3	154	-64%	-16%	3	154	-4	98	101
Cc1nc2cc(NCc3nc4ccccc4n3Cc3ccccc3)ccc2n1C	0	120	-49%	15%	0	120	0	62	63
O=C(Nc1ccc(Cl)c(Cl)c1)N1CCSC1c1ccco1 (stereo not given)	-3	59	20%	10%	3	59	-8	63	71
O=C(NCc1ccc(F)cc1)C1CCCN1C(=O)NCc1ccccc1 (stereo not given)	-1	140	24%	7%	1	140	2	86	84
Cc1ccccc1OCCCN1C(=O)C(=O)c2cccc(C)c21	2	73	23%	-7%	-2	73	-25	17	42
CCOC(=O)C1CCN(C(=O)Nc2ccc3snnc3c2)CC1	-1	150	14%	0%	1	150	nt	nt	nt
COc1ccccc1N1CCN(C(=O)Nc2cccc(Cl)c2)CC1	20	165	18%	8%	-20	165	15	94	79
c1ccc(-c2nnc(N3CCN(c4ccccn4)CC3)c3ccccc23)cc1	-8	132	22%	-2%	8	132	-24	44	68
Cc1nn(C(C)c2nc(-c3ccccc3)no2)c(C)c1[N+](=O)[O-] (stereo not given)	5	76	-7%	3%	-5	76	nt	nt	nt
CCCCNC(=O)c1onc(CSc2ccccc2CC)c1C(=O)O	-1	118	-8%	-6%	1	118	nt	nt	nt
COCCCNC(=O)C1CCC(=O)N1Cc1ccccc1Cl (stereo not given)	-2	196	-7%	-9%	2	196	-29	68	96
COc1ccc(OC)c(NC(=S)NCCC(c2ccccc2)c2ccccc2)c1	-9	150	nt	nt	9	150	nt	nt	nt
CN(C(=O)c1ccc(Cl)cc1)C1=CCCCC1CCC#N (stereo not given)	-17	109	-5%	4%	17	109	15	90	75
CCC(C)(C)NC(=O)CN(C(=O)c1snc(C(N)=O)c1N)c1ccc2c(c1)OCCO2	0	89	-62%	8%	0	89	-1	101	102
CCOC(=O)Cc1c(C)c2c(C)[nH]nc2oc1=O	7	126	-6%	-6%	-7	126	-3	97	100
CC1(C)Cc2c(C#N)c(N)n(-c3ccccc3)c(=O)c2CO1	nt	nt	-9%	4%	nt	nt	15	95	80
Cc1ccc2nc(C3CCCN(C(=S)Nc4cccc(C)c4C)C3)[nH]c2c1 (stereo not given)	5	170	6%	-2%	-5	170	nt	nt	nt
O=C(NCc1cccnc1)c1ccccn1	4	160	14%	0%	-4	160	-7	100	106
Cn1c(-c2ccc(N)cc2)nc2ccccc21	7	156	7%	-7%	-7	156	5	83	78
CC(C)NC(=O)NC(=O)CSc1nnc(COc2ccccc2Cl)o1	2	164	21%	-3%	-2	164	nt	nt	nt
CC(C)C(=O)Nc1nc2cc3c(cc2s1)OCO3	-7	184	11%	4%	7	184	5	80	75
CC(C)(C)NC(=O)CSC(=Nc1ccccc1F)NC#N	1	170	nt	nt	-1	170	11	93	82
O=C(C1CCCN(S(=O)(=O)c2ccc(Cl)cc2)C1)N(Cc1cccs1)C1CC1 (stereo not given)	nt	nt	0%	-2%	nt	nt	nt	nt	nt
CCOC(=O)N1CCC(NC(=O)C2CCN(S(=O)(=O)c3cccc4cccnc34)CC2)CC1	nt	nt	-52%	-8%	nt	nt	8	96	88
CC1CCN(C(=O)CSc2nnc(-c3ccc(S(=O)(=O)N4CCOCC4)cc3)n2C)CC1	19	145	nt	nt	-20	145	5	103	98
Cc1cccc(CCNC(=O)CCc2c(C)nc3ncnn3c2C)c1	3	157	1%	0%	-3	157	19	100	81
c1ccc(CSc2ncn(-c3ccccc3)n2)cc1	-20	168	34%	-4%	20	168	9	88	79
COc1cc(C(=O)Nc2ccc(S(=O)(=O)NC(C)(C)C)cc2)cc(OC)c1OC	12	75	22%	-4%	-12	75	15	87	73
Clc1ccc(SCc2cc(-c3ccc(Cl)cc3)on2)cc1	4	123	11%	1%	-4	123	nt	nt	nt
CCCOc1ccc(C2C(=O)N(C3CCCCC3)CC(=O)N2CCC)cc1OC (stereo not given)	5	207	-26%	-2%	-5	207	-2	73	75
CCCCS(=O)CC(CS(=O)CCCC)OC(=O)c1ccc(C)cc1 (stereo not given)	14	179	-40%	-16%	-14	179	15	99	84
CCOc1cc(N2CCOCC2)c(OCC)cc1NC(=O)Cn1[nH]c(=O)c2ccccc2c1=O	25	89	nt	-3%	-25	89	-6	74	80
CN(C(=O)Nc1ccc(Cl)cc1)c1c2c(nn1C)CCCC2	3	208	-1%	-6%	-3	208	nt	nt	nt
O=S(=O)(NCC1CCCO1)c1ccc2oc3ccc(S(=O)(=O)NCC4CCCO4)cc3c2c1 (stereo not given)	16	133	-55%	-9%	-16	133	2	89	87

Three compounds out of the list, ordered by molecular weight, lowest first.
SMILES	IL1B NFkB pot	IL1B NFkB pot cell count 2 µM	PLAP inhibition	Bcl-B TR3 displacers	NFkB transloc inh	NFkB transloc inh cell count 2 µM	MRP reversal	MRP reversal cytotoxicity	MRP reversal with doxorubicin
c1ccc(CSc2ncn(-c3ccccc3)n2)cc1	-20	168	34%	-4%	20	168	9	88	79
Cc1cccc(CCNC(=O)CCc2c(C)nc3ncnn3c2C)c1	3	157	1%	0%	-3	157	19	100	81
O=S(=O)(NCC1CCCO1)c1ccc2oc3ccc(S(=O)(=O)NCC4CCCO4)cc3c2c1 (stereo not given)	16	133	-55%	-9%	-16	133	2	89	87

Following part:
SMILES	IL1B NFkB pot	IL1B NFkB pot cell count 2 µM	PLAP inhibition	Bcl-B TR3 displacers	NFkB transloc inh	NFkB transloc inh cell count 2 µM	MRP reversal	MRP reversal cytotoxicity	MRP reversal with doxorubicin
Oc1ccc(Nc2nc(-c3ccc(O)cc3)cs2)cc1	2	203	20%	-4%	-2	203	-24	41	65
COC(=O)CSc1cc(SCC(=O)OC)c(C#N)c(SCC(=O)OC)c1	27	128	-1%	18%	-26	128	-3	93	96
Cc1occc1-c1nnc(SCC(=O)Nc2nccs2)n1Cc1ccco1	17	120	-10%	4%	-17	120	-2	88	90
O=C(NCc1ccncc1)c1ccc(Br)o1	nt	nt	12%	2%	nt	nt	-18	87	105
CN(C)S(=O)(=O)Nc1ccc(Oc2ccccc2)cc1	2	94	2%	-5%	-2	94	-1	90	91
O=C(Nc1ccc(Cl)cc1)OCCn1nnnc1C(c1ccccc1Cl)N1CCOCC1 (stereo not given)	8	132	-46%	-4%	-8	132	-7	58	65
C=CCn1c(=S)[nH]c2sc3c(c2c1=O)CCC3	20	174	nt	nt	-20	174	-4	69	73
Cc1noc(C)c1COc1ccc(C(=O)OCC(=O)NC2CCCCC2C)cc1 (stereo not given)	6	149	4%	-7%	-6	149	15	102	86
C=CCn1c(SCc2c(F)cccc2Cl)nnc1-c1ccco1	-1	185	-25%	2%	1	185	nt	nt	nt
Cc1ccc(C(=O)CSC2=C(C#N)C(c3ccco3)CC(=O)N2)c(C)c1 (stereo not given)	12	201	0%	36%	-12	201	1	83	82
O=C(c1ccccc1)N1CCCc2ccccc21	-2	103	nt	nt	2	103	3	105	102
CCOC(=O)c1c(-c2ccccc2)oc2ccc(O)c(CN3CCCC3)c12	-10	152	-13%	-3%	10	152	-2	5	8
O=C(c1ccc(N2CCOCC2)cc1)c1cccs1	-1	111	4%	1%	1	111	3	87	84
Cc1ccccc1C(=O)NNC(=S)NC(=O)c1ccc(Cl)cc1Cl	-6	139	-5%	-5%	6	139	nt	nt	nt
COC(=O)C1=C(C)N=C2SC(C)C(=O)N2C1c1ccc(C(=O)OC)cc1 (stereo not given)	12	95	-32%	4%	-12	95	13	97	84
Cc1cc(C)cc(OCC(=O)Nc2nc3ccc([N+](=O)[O-])cc3s2)c1	-7	153	3%	-7%	7	153	nt	nt	nt
Cc1cc(-c2ccc(Cl)cc2)oc(=O)c1NC(=O)c1ccccc1	23	190	13%	-4%	-23	190	nt	nt	nt
COC(=O)[C@@H](NC(=O)Nc1cc(Cl)ccc1C)C(C)C	-8	138	3%	-12%	8	138	13	112	99
CC(C)(C)n1nc2c(c1NC(=O)c1cccc(C(F)(F)F)c1)CS(=O)C2 (stereo not given)	9	198	-23%	9%	-9	198	1	96	95
O=C(CC(=O)NC1CCCCC1)N/N=C/c1cccc2ccccc12	-4	135	12%	2%	4	135	nt	nt	nt
Cc1nnc(NC(=O)CCC(=O)N2CCN(CCc3ccccc3)CC2)s1	nt	nt	-22%	1%	nt	nt	9	91	81
Cc1ccc2c(c1)c1c3n2CCN(C(=O)CN2CCN(C)CC2)C3CCC1 (stereo not given)	nt	nt	-75%	15%	nt	nt	9	92	83
CC(C)(C)C1CCc2onc(C(=O)NC3CCCC3)c2C1 (stereo not given)	-13	146	3%	10%	13	146	2	93	91
COc1ccc(-c2nsc3c(N4CCN(S(=O)(=O)c5ccccc5)CC4)ncnc23)cc1	nt	nt	7%	8%	nt	nt	0	6	6
O=C(CNC(=O)C1CCCCC1)NCCCO	14	132	2%	10%	-14	132	-21	91	112
COc1cc2c(cc1OC)CN(C(=O)CSc1nc(C)cc(C)c1C#N)CC2	10	103	nt	nt	-10	103	-4	72	76
COc1ccc(C2(CNC(=O)/C=C/c3ccco3)CCCC2)cc1OC	?	nt	-33%	-10%	-72	152	nt	nt	nt
O=C(CCN1C(=O)c2ccccc2C1=O)NCCN1CCOCC1	-9	110	-5%	-5%	9	110	3	90	87
O=C(Nc1ccc(N2CCOCC2)cc1N1CCOCC1)c1ccco1	11	141	1%	2%	-11	141	2	77	76
O=C(O)c1cc(Cl)ccc1NC(=O)C1CCCO1 (stereo not given)	13	133	-9%	2%	-13	133	0	95	94
COc1cc(C2Nc3ccc4ncccc4c3C3=C2C(=O)CCC3)cc(OC)c1O (stereo not given)	-12	95	5%	0%	12	95	-21	27	49
COc1ccccc1-n1cnc2cc(NC(=O)c3ccco3)ccc21	3	156	-40%	6%	-3	156	-13	22	35
CCCCCn1c(Sc2ncccn2)nc2c1c(=O)[nH]c(=O)n2C	12	111	nt	nt	-12	111	-7	63	70
COc1cccc(OC)c1C(=O)Nc1cccc(C(C)=O)c1	3	121	nt	nt	-3	121	7	100	93
CC(=O)Cc1nsc(NC(=O)c2ccc(-c3ccccc3Cl)o2)n1	4	149	-17%	-27%	-4	149	nt	nt	nt
COc1ccc(-n2ccc(-c3nn(-c4cccc(C(F)(F)F)c4)ccc3=O)n2)cc1	8	153	-32%	-3%	-8	153	nt	nt	nt
CC(C)=C(NC(=O)c1ccccc1)C(=O)N1CCOCC1	9	76	7%	2%	-9	76	-3	82	85

In another format: 3 of the compounds above
Compound | IL1B NFkB pot | IL1B NFkB pot cell count 2 µM | PLAP inhibition | Bcl-B TR3 displacers | NFkB transloc inh | NFkB transloc inh cell count 2 µM | MRP reversal | MRP reversal cytotoxicity | MRP reversal with doxorubicin
CCCCCn1c(Sc2ncccn2)nc2c1c(=O)[nH]c(=O)n2C | 12 | 111 | nt | nt | -12 | 111 | -7 | 63 | 70
COc1cccc(OC)c1C(=O)Nc1cccc(C(C)=O)c1 | 3 | 121 | nt | nt | -3 | 121 | 7 | 100 | 93
CC(=O)Cc1nsc(NC(=O)c2ccc(-c3ccccc3Cl)o2)n1 | 4 | 149 | -17% | -27% | -4 | 149 | nt | nt | nt
